High-throughput results: PubChem, several laboratories
ABCB6 inh 2 – blocks the human ABCB6 transporter; fluorescence ratio to DMSO, % at 10 µM; Q9NP58; actives 0.19% (n = 360,000); K562-ABCB6 porphyrin accumulation, flow cytometry, 1 h; hits give low values; AID 602162;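 active means fluorescence ratio to DMSO below 75%, the collection mean minus 3 SD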;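 further: signal is porphyrin accumulated inside mitochondria; 100% equals median channel fluorescence of DMSO control wells; lower ratio means ABCB6 inhibition with less porphyrin fluorescence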
ABHD5-PLIN5 inh – blocks binding of human ABHD5 to perilipin-5; Q00G26+Q8WTS1; Split G. princeps luciferase complementation, luminescence, 4 h; inhibition, % at 4 µM; actives 0.78% (n = 360,000); AID 602281;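 active means inhibition above the mean inhibition across every tested compound plus 3 SD, cut at about 22% in these data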;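 further: 0% = DMSO only wells and the 100% control is not disclosed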
Target sequence (Q00G26 whole entry, looked up): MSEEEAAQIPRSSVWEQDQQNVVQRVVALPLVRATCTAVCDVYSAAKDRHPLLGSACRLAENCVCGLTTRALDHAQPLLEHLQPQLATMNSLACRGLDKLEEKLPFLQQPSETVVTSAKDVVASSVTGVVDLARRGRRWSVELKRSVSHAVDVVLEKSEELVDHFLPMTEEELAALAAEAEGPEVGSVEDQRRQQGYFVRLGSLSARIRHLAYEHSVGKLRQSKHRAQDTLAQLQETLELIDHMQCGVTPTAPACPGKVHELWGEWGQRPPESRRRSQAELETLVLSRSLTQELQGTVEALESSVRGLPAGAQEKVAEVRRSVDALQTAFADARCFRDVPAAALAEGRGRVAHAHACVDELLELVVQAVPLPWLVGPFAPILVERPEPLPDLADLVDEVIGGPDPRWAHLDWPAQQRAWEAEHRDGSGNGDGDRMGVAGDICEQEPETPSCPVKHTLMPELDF
Target sequence (Q8WTS1 whole entry, looked up): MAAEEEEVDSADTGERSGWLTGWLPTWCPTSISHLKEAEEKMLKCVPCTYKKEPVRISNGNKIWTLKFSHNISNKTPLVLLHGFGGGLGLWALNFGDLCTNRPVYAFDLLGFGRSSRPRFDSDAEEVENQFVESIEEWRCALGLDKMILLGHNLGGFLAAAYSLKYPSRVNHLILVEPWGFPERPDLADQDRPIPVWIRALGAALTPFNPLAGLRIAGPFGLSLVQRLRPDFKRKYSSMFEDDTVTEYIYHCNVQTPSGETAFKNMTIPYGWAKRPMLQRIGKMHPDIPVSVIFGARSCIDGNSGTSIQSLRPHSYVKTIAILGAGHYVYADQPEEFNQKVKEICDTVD
TLR9-MyD88 inh – TLR9-MyD88 interaction inhibition; CHO BLA complementation TLR9-MyD88, CCF4 FRET ratio; inhibition, % at 4.98 µM; actives 0.21% (n = 340,000); AID 504734;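 active means inhibition above the mean over all tested compounds plus 3 SD, cut at about 21% in these data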;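 further: 0% = DMSO only wells and 100% = clavulanate BLA inhibitor control wells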
Glyco luc inh – N-linked glycosylation inhibition. D54 ERlucT glycosylation luciferase reporter, 24 h; percent of 100 nM tunicamycin response. reporter increase, % at 12.5 µM. actives 0.23% (n = 360,000);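 active means mean luciferase reporter signal, scaled so untreated is 0 and the glycosylation-blocking control 100, at or above a set limit in every replicate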;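 further: luciferase carries N-glycosylation sites so blocking glycosylation raises the light; 0% = median of neutral control wells and 100% = median of 100 nM tunicamycin wells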
aDG glyco up – increases alpha dystroglycan glycosylation; Pro5-aDG cells, alpha-DG glycosylation AlphaScreen (IIH6); 0% Pro5, 100% B10-LARGE cell signal; activation, % at 10 µM; actives 0.22% (n = 360,000);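 active means activation of at least 8% versus controls, or a plate z-score of at least 8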;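 further: Pro5 are CHO cells carrying HIG-tagged alpha-DG that lacks glycosylation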
Vif imaging – inhibitors of HIV Vif. inhibition, % at 7.49 µM. HEK293T cells, Vif self-association by quenched fluorescence, imaging, 24 h. AID 602346. actives 0.35% (n = 340,000); in the data active means inhibition above about 50%, passing the limit was not always enough; further: some results filed as inactive read as strong as hits
Exocytosis inh – lytic granule exocytosis inhibition; TALL-104 LAMP-1 surface exposure, flow cytometry; cells stimulated with thapsigargin and PMA; actives 0.66% (n = 360,000); inhibition, % at 10 µM;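 active means inhibition above about 55%, limit read from the data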
MC4R antagonist – blocks human MC4R cAMP signaling; inhibition, % at 6.5 µM; actives 0.48% (n = 360,000); AID 540295; P32245; MC4R-expressing cells, MTII-stimulated cAMP, LANCE TR-FRET;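 active means inhibition above its plate's cutoff, the mean of tested wells on that plate plus 3 SD, cut at about 29% in these data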;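 further: 0% = Melanotan II alone and 100% = Melanotan II plus saturating MCL0020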
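Material: U2OS-MC4R stable cell line | Reagent: Melanotan II challenge after compound preincubation | Doses: One concentration, 6.5 µM nominal | Incubation: 30-min compound preincubation, 1-h Melanotan II challenge, 1-h detection, room temperature | Signal: TR-FRET cAMP assay | Replicates: One well per compound, no replicates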
MC4R ag barr – human MC4R agonism via beta-arrestin; P32245; U2OS MC4R beta-arrestin complementation, luminescence; percent of melanotan II response, DMSO zero; activation, % at 8.9 µM; actives 0.98% (n = 360,000); AID 540308;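 active means activation above a per-plate cutoff, the mean activation of sample wells on that plate plus 3 SD, cut at about 8% in these data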
NOD2-RIPK2 inh – inhibitors of human NOD2-RIPK2 interaction; O43353; actives 0.38% (n = 360,000); CHO BLA complementation NOD2-RIPK2, CCF4 ratio; AID 624267; inhibition, % at 4.98 µM; in the data active means inhibition above about 21%;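 further: 0% = vehicle only and 100% = reference blocker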
Active calls of the source: *; nt = no result given.

SMILES	ABCB6 inh 2	ABHD5-PLIN5 inh	TLR9-MyD88 inh	Glyco luc inh	aDG glyco up	Vif imaging	Exocytosis inh	MC4R antagonist	MC4R ag barr	NOD2-RIPK2 inh
Cc1c(NC(=O)N(C)c2ccccc2)c(=O)n(-c2ccccc2)n1C	95	-10	-2	1	-0.1	0	-5	0	-0.8	0
CC1CCc2nc(NC(=O)CSc3nc4ccccc4o3)sc2C1 (configuration not stated)	83	-7	11	-14	2.0	-9	-1	3	14*	-2
O=C(NCc1ccco1)c1cccc(S(=O)(=O)N2CCCCC2)c1	96	4	-2	0	-0.1	-1	-1	16	-0.1	-3
CCc1nc2ccc(C(=O)Nc3ccc4c(c3)OCC(=O)N4)cn2c1N(C)Cc1nccn1C	96	6	nt	2	-0.3	22	-1	-11	-1.4	-10
CCNc1nc(N)nc(Oc2ccc(OCCOc3ccccc3)nn2)n1	99	-2	-2	7	-0.2	8	0	-8	-1.9	-5
CCOC(=O)NN1C(=O)c2ccccc2NC1c1ccccc1F (configuration not stated)	104	0	0	0	-0.1	16	-3	-5	0.7	-2
COCCn1c(SC(C)C(=O)NC2CCCCC2C)nc2ccccc2c1=O (configuration not stated)	96	0	-8	1	-0.2	5	-3	1	-1.4	-8
CCCCC(=O)Nc1ncc2c(n1)CC(C)(C)CC2=O	88	6	-6	2	0.0	11	1	-7	-0.4	-10
CCC(C)(C)C1CCC2(CC1)NC(=O)N(CC(=O)N1CCN(S(=O)(=O)c3cc(C)ccc3C)CC1)C2=O (configuration not stated)	95	-3	2	-7	0.8	3	-16	5	-3.9	-2
S=C(NC1CCCCC1)NC1CC2CCC(C1)N2Cc1ccccc1 (configuration not stated)	97	2	3	-2	0.2	5	-5	0	-0.5	6
Cc1ccnc(-n2c(C)cc(/C=N/NC(=O)COc3cccc4cccnc34)c2C)c1	97	2	-6	-1	0.0	-1	-2	-4	-0.3	5
Cc1onc(-c2ccccc2)c1-c1csc(N/N=C/c2ccccc2)n1	95	3	-3	-4	0.1	-1	-2	9	-0.1	-4
COc1ccccc1/C=N/OC(=O)c1ccc(C)cc1	98	3	7	0	-0.2	-3	0	-6	-2.2	9
C=CCNC(=O)NC(=O)COC(=O)/C(C#N)=C/c1ccc(OC)cc1	101	4	-5	2	0.1	4	0	14	0.0	-5
COC(=O)c1ccccc1NC(=O)C1CCC(=O)N1S(=O)(=O)c1ccc(C)cc1 (configuration not stated)	104	5	-2	1	-0.2	8	-1	-1	2.1	-1
O=C(COc1ccc(Cl)cc1Cl)N(c1ccccn1)C1CCCCC1	89	-6	-6	-3	0.2	1	-4	3	-0.1	0
NC(=S)N/N=C/c1coc2ccc(O)cc2c1=O	100	6	7	-4	0.9	-1	35	-4	-0.7	1
O=C(NNC(=O)c1ccco1)c1cccc(Br)c1	98	2	-18	-1	0.2	-6	24	1	-2.1	-2
O=C1NC(=S)S/C1=C\c1coc2ccccc2c1=O	124	-3	-8	1	1.1	-2	0	1	0.8	6
O=C(N/N=C/c1cc(Cl)cc([N+](=O)[O-])c1O)C1CC1	98	0	4	1	0.0	0	-6	-2	-1.6	-16
CN(c1ccccc1)S(=O)(=O)c1cccc(NC(=O)CSc2nnc(N)s2)c1	97	-1	-4	-2	1.3	6	-1	1	-2.8	5
S=C(NCc1ccc2c(c1)OCO2)NCc1ccco1	103	4	0	-1	0.0	0	-2	10	-2.7	-2
O=C(c1cccs1)N1CCN(c2nc3c(F)cc(F)cc3s2)CC1	98	2	2	2	0.8	-1	7	6	-1.2	-7
CCn1c(=O)c2ccccc2n(Cc2cccc(C)c2)c1=O	99	7	-10	-2	-0.1	-4	2	-6	-0.1	-16
CC(C)N(O)C(=O)NC(C)(C)C	93	-6	-5	-1	0.1	-3	-3	4	-2.7	-4
COc1ccc(NC(=O)c2n[nH]c(=O)c3ccccc23)cc1S(=O)(=O)N1CCCCC1	95	-3	4	0	-0.2	-2	-1	-13	-1.6	3
O=C(Nc1cccc(O)c1)c1ccccc1[N+](=O)[O-]	99	7	-5	1	0.1	-1	7	5	-3.6	-6
Cc1ccc(C)c(S(=O)(=O)N2CCN(C(=O)CSc3ccccc3F)CC2)c1	104	-2	-9	0	0.3	9	-2	1	-2.3	-4
N#Cc1ccccc1S(=O)(=O)Nc1ccc2c(c1)OCCO2	95	-11	1	0	-0.1	0	-2	-2	-1.4	-2
COc1cc(SC)ccc1C(=O)N(Cc1ccccc1)c1ccccn1	104	3	nt	-3	0.0	-8	-2	5	1.1	-1

14 compounds out of the list, arranged by SMILES length, highest first:
SMILES	ABCB6 inh 2	ABHD5-PLIN5 inh	TLR9-MyD88 inh	Glyco luc inh	aDG glyco up	Vif imaging	Exocytosis inh	MC4R antagonist	MC4R ag barr	NOD2-RIPK2 inh
COc1ccc(NC(=O)c2n[nH]c(=O)c3ccccc23)cc1S(=O)(=O)N1CCCCC1	95	-3	4	0	-0.2	-2	-1	-13	-1.6	3
COC(=O)c1ccccc1NC(=O)C1CCC(=O)N1S(=O)(=O)c1ccc(C)cc1 (configuration not stated)	104	5	-2	1	-0.2	8	-1	-1	2.1	-1
CN(c1ccccc1)S(=O)(=O)c1cccc(NC(=O)CSc2nnc(N)s2)c1	97	-1	-4	-2	1.3	6	-1	1	-2.8	5
C=CCNC(=O)NC(=O)COC(=O)/C(C#N)=C/c1ccc(OC)cc1	101	4	-5	2	0.1	4	0	14	0.0	-5
O=C(N/N=C/c1cc(Cl)cc([N+](=O)[O-])c1O)C1CC1	98	0	4	1	0.0	0	-6	-2	-1.6	-16
O=C(c1cccs1)N1CCN(c2nc3c(F)cc(F)cc3s2)CC1	98	2	2	2	0.8	-1	7	6	-1.2	-7
O=C(COc1ccc(Cl)cc1Cl)N(c1ccccn1)C1CCCCC1	89	-6	-6	-3	0.2	1	-4	3	-0.1	0
COc1cc(SC)ccc1C(=O)N(Cc1ccccc1)c1ccccn1	104	3	nt	-3	0.0	-8	-2	5	1.1	-1
N#Cc1ccccc1S(=O)(=O)Nc1ccc2c(c1)OCCO2	95	-11	1	0	-0.1	0	-2	-2	-1.4	-2
CCn1c(=O)c2ccccc2n(Cc2cccc(C)c2)c1=O	99	7	-10	-2	-0.1	-4	2	-6	-0.1	-16
O=C1NC(=S)S/C1=C\c1coc2ccccc2c1=O	124	-3	-8	1	1.1	-2	0	1	0.8	6
COc1ccccc1/C=N/OC(=O)c1ccc(C)cc1	98	3	7	0	-0.2	-3	0	-6	-2.2	9
O=C(NNC(=O)c1ccco1)c1cccc(Br)c1	98	2	-18	-1	0.2	-6	24	1	-2.1	-2
CC(C)N(O)C(=O)NC(C)(C)C	93	-6	-5	-1	0.1	-3	-3	4	-2.7	-4

Remaining list, next part
SMILES	ABCB6 inh 2	ABHD5-PLIN5 inh	TLR9-MyD88 inh	Glyco luc inh	aDG glyco up	Vif imaging	Exocytosis inh	MC4R antagonist	MC4R ag barr	NOD2-RIPK2 inh
O=C(c1ccc(Cl)c(S(=O)(=O)N2CCOCC2)c1)N(c1ccccn1)C1CCCCC1	97	-6	6	1	0.2	-4	3	9	-1.8	-2
CC(=O)Nc1c(-c2ccc3ccccc3c2)nc2ccccn12	95	3	14	-5	-0.1	13	-17	-4	1.0	1
O=C(OCC(=O)N1CCCc2ccccc21)c1ccc(Br)o1	88	6	0	0	0.1	3	2	-3	1.4	1
CCN(CC(=O)NCc1cccs1)C(=O)/C=C/c1ccc(Cl)c(Cl)c1	95	1	0	3	0.2	0	1	9	-3.9	1
CCOc1ccc(NC(=O)Nc2ccccc2C(N)=O)cc1	106	3	4	2	-0.1	11	3	1	0.6	-9
O=C(Cc1ccccc1)O/N=C1\CCCc2ccccc21	92	-6	-3	2	-0.1	3	-2	-3	0.1	5
CCn1c(CSc2nnc(-c3ccc4c(c3)OCO4)o2)nc2cc(S(=O)(=O)N(C)C)ccc21	95	-8	-11	-2	-0.2	-7	-5	1	-2.1	2
CC(C)(C)N/N=C/c1c(O)n(-c2ccc(Cl)cn2)c(=O)c2ccccc12	96	2	4	6	0.6	1	0	4	-1.1	3
COC(=O)C(CC(C)C)NC(=O)/C=C/c1ccc(Cl)cc1 (configuration not stated)	95	-5	0	0	-0.2	-2	4	35*	2.1	-3
CCc1ccc(-c2nc3ccc(Br)cc3c(C(=O)O)c2C)s1	92	3	4	3	0.0	-11	-14	133*	-1.3	-1
CC[C@H](C)[C@H]1CNC(=S)N1CC1CCN(CCC23CC4CC(CC(C4)C2)C3)CC1	93	3	0	0	1.2	nt	-2	2	1.9	9
O=[N+]([O-])c1cccc(-c2nnc3cccc(Cl)n23)c1	100	9	11	2	-0.1	9	-16	-1	-0.7	-11
O=C(CN1C(=O)CCSc2ccc(S(=O)(=O)N3CCOCC3)cc21)Nc1cccc(F)c1	98	-3	-2	-2	0.1	-4	-2	-1	-1.3	-7
O=C(O)CCN1C(=O)c2ccc(NC(=O)CSc3ccccc3)cc2C1=O	98	4	6	6	0.3	-1	0	17	-1.9	4
COC(=O)c1nn(-c2ccccc2)c(Cl)c1/C=N/O	99	-8	2	3	0.3	-8	0	2	3.5	2
O=S(=O)(c1ccc2c(c1)OCCO2)N1C[C@@H]2C[C@H]1CN2S(=O)(=O)c1c(F)cccc1F	98	0	-6	0	-0.2	1	-11	6	0.0	2
C#CCN(C(=O)Nc1ccccc1)c1ccccc1	96	5	2	3	-0.3	3	2	4	0.5	-2
O=C(NCCCN1CCOCC1)/C(=C/c1cccnc1)NC(=O)c1ccccc1	102	-2	-9	2	-0.1	-1	-3	6	1.0	-4

This is a subset (hit frequency here may not be typical).
